JMJD2C inh – inhibitors of GASC-1 histone demethylase, primary screen, biochemical, fluorescence, DELFIA europium. AID 2099, 2009. hit rate 0.069% among 330,000. inhibition, % at 2.35 µM. GST-JMJD2C(1-420) H3K9me3 demethylation. Lysine-specific demethylase 4C (Homo sapiens), Q9H3R0;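 active = more than half of a compound's replicate wells show inhibition beyond 50%, single wells judged on their own value; inconclusive = some, but no more than half, of replicates pass 50% inhibition; inactive = no replicate passes 50% inhibition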;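 note: signal counts dimethyl H3K9 product captured on neutravidin plate; 0% = median of DMSO wells and 100% = 0.3 times that DMSO median; strong numbers were not always called active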
Target sequence (Q9H3R0 1-420 limits assumed): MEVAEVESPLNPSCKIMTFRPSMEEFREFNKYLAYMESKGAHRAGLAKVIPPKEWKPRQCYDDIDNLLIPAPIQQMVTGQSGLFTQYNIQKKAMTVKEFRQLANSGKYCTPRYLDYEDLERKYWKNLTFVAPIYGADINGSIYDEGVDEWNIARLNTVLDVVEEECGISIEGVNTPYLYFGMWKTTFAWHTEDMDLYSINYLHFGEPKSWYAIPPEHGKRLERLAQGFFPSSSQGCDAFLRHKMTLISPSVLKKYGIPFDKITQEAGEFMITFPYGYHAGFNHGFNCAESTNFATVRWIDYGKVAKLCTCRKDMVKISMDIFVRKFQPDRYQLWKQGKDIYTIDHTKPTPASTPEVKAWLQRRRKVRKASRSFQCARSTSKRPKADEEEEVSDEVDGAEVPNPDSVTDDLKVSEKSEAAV
core dimer inh – inhibitors of HCV core protein dimerization, primary screen, biochemical, TR-FRET, high-throughput. TR-FRET GST/Flag-core106 dimerization, 1536-well. AID 1899, 2009. inhibition, % at 5 µM. hit rate 0.33% among 300,000;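 active = inhibition above the mean of all tested compounds plus 3 SD, set per screening campaign, cut at about 45% in these data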
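assay system = GST-tagged and Flag-tagged HCV core protein residues 1-106 | controls = unlabelled core106 and no-GST-core106 wells | incubation = compound-protein-antibody incubation 4 h at 22.5 °C | probe or stimulus = Eu donor and XL665 acceptor anti-tag antibodies | read-out = % inhibition based on acceptor/donor emission ratio | signal = TR-FRET 671 and 617 nm emission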
EBNA-1 inhibitor – EBNA-1 DNA-binding inhibitors, primary screen, biochemical, fluorescence polarization; hit rate 0.34% among 300,000; AID 1950, 2009; inhibition, % at 14.8 µM; in the data active = inhibition above about 28%
PP5 inh – PP5 phosphatase inhibitors, primary screen, biochemical, fluorescence; Serine/threonine-protein phosphatase 5 (Homo sapiens), P53041; purified PP5c, OMFP substrate fluorescence; inhibition, % at 6.7 µM; hit rate 0.18% among 320,000; AID 1987, 2009;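 active = inhibition above the campaign's mean inhibition across all tested compounds plus 3 SD, cut at about 9.5% in these data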;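 note: 0% = DMSO only and 100% = 100 µM cantharidin control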
ZTA DNA inh – ZTA (EBV) inhibition in EBNA-1 counter-screen; inhibition, % at 11 µM; AID 2234; ZTA-DNA binding, fluorescence polarization; hit rate 0.15% among 320,000; in the data active = inhibition above about 33%
Target sequence (P03206 whole entry, looked up): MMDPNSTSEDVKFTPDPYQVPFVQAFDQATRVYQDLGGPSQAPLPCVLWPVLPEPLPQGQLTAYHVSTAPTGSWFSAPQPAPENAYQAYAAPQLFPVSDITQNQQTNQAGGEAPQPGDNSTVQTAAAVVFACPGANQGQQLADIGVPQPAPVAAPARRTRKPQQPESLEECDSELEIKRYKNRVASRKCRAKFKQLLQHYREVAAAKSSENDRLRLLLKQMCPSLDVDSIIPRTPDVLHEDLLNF
CTSL1 counter – Fasciola hepatica cathepsin L1 inhibitors, primary screen, counter-screen for PFM18AAP inhibitor project, biochemical, QFRET, fluorogenic peptide substrate. hit rate 0.49% among 300,000. recombinant F. hepatica cathepsin L1, Z-Leu-Arg-MCA fluorescence. inhibition, % at 5.96 µM;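 active = inhibition above the mean of all tested compounds plus 3 SD, set per screening campaign, cut at about 17% in these data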;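 note: 0% = plate median of test compound wells and 100% = 1 µM Z-Phe-Ala-diazomethylketone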
PP1 inh – PP1-alpha phosphatase inhibitors, primary screen, counter-screen for PP5 inhibitor project, biochemical, fluorescence, OMFP substrate, single point; AID 2235, 2010; hit rate 0.9% among 320,000; purified PP1alpha; inhibition, % at 6.7 µM;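 active = inhibition above the mean inhibition of all tested compounds plus 3 SD, computed separately for each screening campaign, cut at about 15% in these data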
Target sequence (P62136 whole entry, looked up): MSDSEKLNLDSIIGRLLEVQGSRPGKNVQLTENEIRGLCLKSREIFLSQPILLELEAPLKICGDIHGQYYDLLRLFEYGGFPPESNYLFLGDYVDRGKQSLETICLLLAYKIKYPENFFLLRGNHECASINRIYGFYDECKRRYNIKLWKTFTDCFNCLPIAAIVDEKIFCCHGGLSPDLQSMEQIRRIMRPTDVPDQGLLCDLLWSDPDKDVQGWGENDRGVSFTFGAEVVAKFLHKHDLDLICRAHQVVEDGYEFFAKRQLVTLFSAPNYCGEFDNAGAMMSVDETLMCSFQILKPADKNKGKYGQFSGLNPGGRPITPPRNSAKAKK
TPT1 inhibitor – Candida albicans TPT1 enzyme inhibitors, primary screen, biochemical, fluorescence polarization; recombinant caTPT1, FP RNA substrate dephosphorylation; inhibition, % at 5 µM; hit rate 0.81% among 300,000;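 active = inhibition above the mean of all tested compounds plus 3 SD, set per screening campaign, cut at about 24% in these data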;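 note: plate controls were DMSO alone for no effect and ferristatin control at 100 nM for full effect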
CR mimetic SO – reduction of superoxide in aged yeast, primary screen, HTS. hit rate 0.18% among 330,000. superoxide response (% of plate mean), % at 10 µM. S. cerevisiae aged cells, superoxide DHE fluorescence; stronger effect = lower value;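 active = superoxide response under a set limit, about three screen SD below normal, cut at about 65% in these data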;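 note: yeast aged for seven days with compound at 30 °C before DHE staining; 100% = average MFI of all compound-treated wells on the plate with controls excluded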
An asterisk follows results filed as active; u = inconclusive; x = not tested or not shown.

Results follow in this order: JMJD2C inh	core dimer inh	EBNA-1 inhibitor	PP5 inh	ZTA DNA inh	CTSL1 counter	PP1 inh	TPT1 inhibitor	CR mimetic SO
- COc1ccc(CNC(=O)C(C)OC(=O)CCN2C(=O)C3CC=CCC3C2=O)cc1 (configuration not stated)
 : -4	-5	10	-1.1	0	-1	-2	-2	86
- Nc1nncn1C(=O)CCCOc1ccccc1
 : 2	0	-2	-1.1	9	-6	-5	1	102
- CCCNc1ncccc1C(N)=O
 : -3	0	-3	0.2	1	-4	1	-1	98
- CN1C(C(=O)NCc2ccco2)CC2Cn3c(nc4cc(Cl)c(Cl)cc43)C21 (configuration not stated)
 : 3	-18	1	3.4	-12	1	2	2	98
- Cc1cccc(NC(=S)NCc2ccc3c(c2)OCO3)c1
 : 7	-5	2	0.6	5	6	-4	-3	97
- O=S(=O)(c1ccc(NC(=S)N/N=C/c2ccc(Oc3ccccc3)cc2)cc1)N1CCOCC1
 : -7	14	6	0.6	15	2	2	-2	97
- CCc1ccc(NC(=O)C2CCCN(S(C)(=O)=O)C2)cc1 (configuration not stated)
 : 5	0	3	1.4	0	3	2	-4	87
- COc1ccc(-n2c(SCC(=O)NCc3cccs3)nc3[nH]ncc3c2=O)cc1
 : 9	1	-9	-0.1	10	-4	-3	-2	79
- CCOC(=O)/C(=C/c1ccc(F)cc1)NC(C)=O
 : 6	4	4	0.4	-3	-3	-5	3	121
- Cc1ccc2sc(NC(=O)CN3C(=O)CCC3=O)nc2c1C
 : -7	8	-1	-1.3	3	-2	-2	1	101
- Cc1ccc(C(=O)NCC(=O)OCn2nnc3ccccc3c2=O)cc1
 : -8	x	x	0.2	1	x	-5	x	101
- NC(=O)c1ncc(C(F)(F)F)cc1Oc1cccc(F)c1
 : -5	-4	-14	0.1	4	-2	-4	-5	103
- N#CCCn1cc(/C=C2\NC(=S)N(c3ccccc3)C2=O)c(-c2ccc(F)cc2)n1
 : -1	-17	0	1.9	3	5	1	2	105
- Clc1ccc(-c2nnc3c4ccccc4nc(N4CCOCC4)n23)cc1Cl
 : 2	1	-1	2.3	-19	-5	-2	1	107
- C=CCSc1nc(C)c(CCCC)c(=O)[nH]1
 : -1	3	-13	-3.8	-3	-3	3	-6	102
- COc1ccc(OC)c(C(C(=O)NCc2ccco2)N(C(=O)Cn2nnc3ccccc32)C2CC2)c1 (configuration not stated)
 : 3	9	-7	2.7	4	1	0	-3	97
- COc1ccc(NC(=O)c2ccccc2C)c(OC)c1
 : -2	1	9	-0.8	6	-1	0	-2	96
- CCc1nnc(NC(=O)C23CC4CC(CC(C4)C2)C3)s1
 : 3	11	14	-1.7	12	3	1	0	102
- O=C(Nc1cnc2ccccc2c1)N1CCOCC1
 : 4	-3	-4	0.3	-12	-4	2	-1	110
- CC(C)(C)c1ccc(N=C2SCC(=O)N2Cc2cccs2)cc1
 : 7	2	-5	3.4	7	-4	-2	5	112
- Cc1ccc(/C=C2\SC(=S)N(CCC(=O)NCCCN3CCOCC3)C2=O)cc1
 : 8	-1	-4	-0.1	-6	-2	2	4	103
- Cc1cc(OCC(=O)NC2CC2)c2c(C)cc(=O)oc2c1
 : -6	-5	3	-0.6	-9	1	-2	-3	95
- Cc1nn(-c2cc(C(F)(F)F)ccn2)c(=O)o1
 : -12	-1	5	1.1	13	-3	0	1	88
- COCCn1c(SCC#N)nnc1-c1ccccc1
 : 6	0	0	-0.8	13	0	0	0	104
- O=C(O)c1ccc(S(=O)(=O)c2ccccc2)cc1
 : 6	-5	5	1.2	13	-3	-1	0	134
- COc1ccc(C(C(=O)NC(C)(C)C)N(C(=O)CCC(=O)Nc2cc(C)on2)c2ccc(C)c(C)c2)cc1 (configuration not stated)
 : 1	14	7	1.9	8	0	6	-3	96
- CCOC(=O)c1ccc(N2CCN(C(=O)c3ccccc3)CC2)c(NC(=O)c2ccco2)c1
 : -5	-1	-5	4.5	2	-3	2	-2	100
- COc1ccc(C(=O)COC(=O)C2CCC(=O)N2)cc1 (configuration not stated)
 : 12	1	1	-1.5	1	-1	-1	-4	104
- O=C(CC(c1ccccc1)c1ccccc1)N1CCN(c2ccccn2)CC1
 : 3	6	-6	1.5	4	5	4	-3	103
- O=C(CN1C(=O)S/C(=C\C=C\c2ccccc2)C1=O)Nc1cccc(O)c1
 : -2	28	-2	6.2	7	2	4	-1	110

Profiles as entered above. Screens in order: JMJD2C inh | core dimer inh | EBNA-1 inhibitor | PP5 inh | ZTA DNA inh | CTSL1 counter | PP1 inh | TPT1 inhibitor | CR mimetic SO
O=C(CC(c1ccccc1)c1ccccc1)N1CCN(c2ccccn2)CC1 is listed with 3 | 6 | -6 | 1.5 | 4 | 5 | 4 | -3 | 103
Cc1ccc(/C=C2\SC(=S)N(CCC(=O)NCCCN3CCOCC3)C2=O)cc1 is listed with 8 | -1 | -4 | -0.1 | -6 | -2 | 2 | 4 | 103

Additional records follow.
Results follow in this order: JMJD2C inh	core dimer inh	EBNA-1 inhibitor	PP5 inh	ZTA DNA inh	CTSL1 counter	PP1 inh	TPT1 inhibitor	CR mimetic SO
- CCOC(=O)CNS(=O)(=O)c1ccc(S(=O)(=O)NC2CC2)cc1
 : x	-1	-3	1.7	-23	-3	-3	0	103
- Cc1nn(C)c(C)c1S(=O)(=O)NCc1cccs1
 : 15	2	5	-3.2	12	-4	-2	1	95
- C=CCOC(=O)Nc1ccc(Cl)cc1NC(=O)OCC=C
 : 28	0	-3	2.0	24	-4	5	2	105
- Cc1ccc(C(=O)N2CCCC(C(=O)c3ccc(Cl)cc3C)C2)cn1 (configuration not stated)
 : -35	-5	1	1.4	-4	5	-3	0	77
- CNC(=S)Nc1cccc(S(=O)(=O)NC2=NCCC2)c1
 : 3	-3	7	-0.4	-3	0	1	0	88
- CCNC(=O)C/C(C)=N/NC(=O)C1CCCCC1
 : -15	-6	11	-1.1	5	-1	0	-1	101
- O=C(O)c1ccc(NC(=O)c2ccccc2NC(=O)c2ccccc2Cl)cc1
 : 37	9	-1	1.1	-3	0	1	-1	125
- COc1cc(-c2nc(C(=O)NC3CCCCC3)cc3c2[nH]c2ccccc23)cc(OC)c1OC
 : u	17	0	4.6	-3	-5	-7	-1	101
- O=C(O)c1c2c(nc3ccc(F)cc13)CCC2
 : 8	0	3	2.3	0	-2	1	-5	83
- CC(C)Cc1csc(NC(=O)c2ccc(F)cc2)c1C(=O)O
 : -2	0	2	1.5	-4	0	1	-5	123
- NC(=O)NOCc1cccc(Cl)c1
 : 4	-3	4	-1.3	-9	-7	-1	-3	85
- O=C1c2cccnc2Oc2ccc(Cl)cc2N1Cc1ccc(F)cc1
 : 1	-1	1	0.7	5	1	-1	1	115
- CSCCC(NC(=O)COc1ccccc1)C(=O)N(C)CC(=O)Nc1ccc(C)cc1 (configuration not stated)
 : -5	x	x	0.3	-8	x	-6	x	95
- Cc1[nH]c2ccccc2c1/C=N/Nc1cccc(C(=O)O)c1
 : -10	-18	3	-1.4	-3	1	-2	4	97
- COc1ccc2[nH]cc(C(=O)CN3CC(C)CC(C)C3)c2c1 (configuration not stated)
 : -10	-7	-10	0.2	-23	-2	3	-4	96
- CC(C)c1ccc(C2(C)NC(=O)N(CC(=O)NCC3COc4ccccc4O3)C2=O)cc1 (configuration not stated)
 : -4	x	x	6.4	-10	x	-1	x	102
- CC1(C)OC(=O)C(=CNc2ccccc2)C(=O)O1
 : 5	-1	9	-1.8	3	1	0	3	95
- CCCN1CCC(NC(=S)Nc2ccc([N+](=O)[O-])cc2)CC1
 : 3	-4	1	-0.8	4	1	-1	-2	98
- C=CCN1CC(c2nc3ccccc3n2Cc2cccc3ccccc23)CC1=O (configuration not stated)
 : 4	9	-1	2.5	-2	0	3	0	92
- Cc1cc2c(c(N3CCOCC3)n1)C(=O)OC2
 : -37	-2	0	1.4	20	5	2	-2	101
- O=C(NCc1cn2ccccc2n1)c1ccc(Br)o1
 : -1	-12	4	2.5	-13	-3	0	-1	102
- Cc1c(CNC(=O)c2cnn3c2NC(c2ccccc2)CC3C(F)(F)F)cnn1C (configuration not stated)
 : -9	-12	9	2.6	-7	-3	0	0	100
- O=C(CSc1nnc(NC(=O)C2CC(=O)N(c3ccccc3)C2)s1)NCC1CCCO1 (configuration not stated)
 : -2	3	2	5.0	-8	-3	-1	-4	92
- CCC(C)(C(=O)Nc1ccccc1C)N(C(=O)CNC(C)=O)c1ccccc1C (configuration not stated)
 : 8	-8	2	1.0	-5	-3	4	-2	104

Compounds from the list above with an aryl methoxy group:
Results follow in this order: JMJD2C inh	core dimer inh	EBNA-1 inhibitor	PP5 inh	ZTA DNA inh	CTSL1 counter	PP1 inh	TPT1 inhibitor	CR mimetic SO
- COc1ccc(CNC(=O)C(C)OC(=O)CCN2C(=O)C3CC=CCC3C2=O)cc1 (configuration not stated)
 : -4	-5	10	-1.1	0	-1	-2	-2	86
- COc1ccc(-n2c(SCC(=O)NCc3cccs3)nc3[nH]ncc3c2=O)cc1
 : 9	1	-9	-0.1	10	-4	-3	-2	79
- COc1ccc(OC)c(C(C(=O)NCc2ccco2)N(C(=O)Cn2nnc3ccccc32)C2CC2)c1 (configuration not stated)
 : 3	9	-7	2.7	4	1	0	-3	97
- COc1ccc(NC(=O)c2ccccc2C)c(OC)c1
 : -2	1	9	-0.8	6	-1	0	-2	96
- COc1ccc(C(C(=O)NC(C)(C)C)N(C(=O)CCC(=O)Nc2cc(C)on2)c2ccc(C)c(C)c2)cc1 (configuration not stated)
 : 1	14	7	1.9	8	0	6	-3	96
- COc1ccc(C(=O)COC(=O)C2CCC(=O)N2)cc1 (configuration not stated)
 : 12	1	1	-1.5	1	-1	-1	-4	104
- COc1cc(-c2nc(C(=O)NC3CCCCC3)cc3c2[nH]c2ccccc23)cc(OC)c1OC
 : u	17	0	4.6	-3	-5	-7	-1	101
- COc1ccc2[nH]cc(C(=O)CN3CC(C)CC(C)C3)c2c1 (configuration not stated)
 : -10	-7	-10	0.2	-23	-2	3	-4	96

Source: PubChem BioAssay
